Source: PubChem (several laboratories)
Y pestis TopoI – inhibitors of Yersinia pestis topoisomerase I; activity, % at 10 µM; 0.064% of 360,000 active; Y. pestis Topo-I cleavage product accumulation, plate reader; AID 504884; in the data active = activity above about 50%, passing the limit was not always enough; inconclusive = no clear call, values can overlap the other calls; note: inactives centre near 2
PfHsp40 rescue – compounds rescuing yeast from Plasmodium falciparum HSP40 toxicity | S. cerevisiae expressing PfHsp40, growth rescue, ATP luminescence | growth rescue, % at 12.5 µM | 0.68% of 340,000 active; in the data active = growth rescue above about 28%, passing the limit was not always enough; inconclusive = no clear call, values can overlap the other calls;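 note: yeast W303a lacking pdr1 and pdr3 grown in galactose medium; growth measured after three days at 30 °C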
PriA SSB inh – blocks PriA binding to SSB C-terminal tail; AlphaScreen SSBct-PriA binding, biotinylated peptide; inhibition, % at 33 µM; 0.6% of 430,000 active; in the data active = inhibition mostly above about 37%, no sharp cut-off; inactive = mostly below about 20%;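 note: plate controls were negative control peptide for no effect and reference peptide for full effect; strong numbers were not always called active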
BoNT-A LC inh2 – blocks Botulinum neurotoxin A light chain protease; multiplex microsphere protease substrate cleavage, flow cytometry; inhibition, % at 10 µM; 0.17% of 360,000 active; AID 588499; note: plate controls were buffer without enzyme for full effect and enzyme alone for no effect
TcdB GH inh – blocks C. difficile toxin B glycohydrolase activity. inhibition, % at 9.99 µM. P18177. TcdB glycohydrolase enzymatic assay, plate reader. 0.24% of 350,000 active; in the data active = inhibition above about 10%
Target sequence (P18177 whole entry, looked up): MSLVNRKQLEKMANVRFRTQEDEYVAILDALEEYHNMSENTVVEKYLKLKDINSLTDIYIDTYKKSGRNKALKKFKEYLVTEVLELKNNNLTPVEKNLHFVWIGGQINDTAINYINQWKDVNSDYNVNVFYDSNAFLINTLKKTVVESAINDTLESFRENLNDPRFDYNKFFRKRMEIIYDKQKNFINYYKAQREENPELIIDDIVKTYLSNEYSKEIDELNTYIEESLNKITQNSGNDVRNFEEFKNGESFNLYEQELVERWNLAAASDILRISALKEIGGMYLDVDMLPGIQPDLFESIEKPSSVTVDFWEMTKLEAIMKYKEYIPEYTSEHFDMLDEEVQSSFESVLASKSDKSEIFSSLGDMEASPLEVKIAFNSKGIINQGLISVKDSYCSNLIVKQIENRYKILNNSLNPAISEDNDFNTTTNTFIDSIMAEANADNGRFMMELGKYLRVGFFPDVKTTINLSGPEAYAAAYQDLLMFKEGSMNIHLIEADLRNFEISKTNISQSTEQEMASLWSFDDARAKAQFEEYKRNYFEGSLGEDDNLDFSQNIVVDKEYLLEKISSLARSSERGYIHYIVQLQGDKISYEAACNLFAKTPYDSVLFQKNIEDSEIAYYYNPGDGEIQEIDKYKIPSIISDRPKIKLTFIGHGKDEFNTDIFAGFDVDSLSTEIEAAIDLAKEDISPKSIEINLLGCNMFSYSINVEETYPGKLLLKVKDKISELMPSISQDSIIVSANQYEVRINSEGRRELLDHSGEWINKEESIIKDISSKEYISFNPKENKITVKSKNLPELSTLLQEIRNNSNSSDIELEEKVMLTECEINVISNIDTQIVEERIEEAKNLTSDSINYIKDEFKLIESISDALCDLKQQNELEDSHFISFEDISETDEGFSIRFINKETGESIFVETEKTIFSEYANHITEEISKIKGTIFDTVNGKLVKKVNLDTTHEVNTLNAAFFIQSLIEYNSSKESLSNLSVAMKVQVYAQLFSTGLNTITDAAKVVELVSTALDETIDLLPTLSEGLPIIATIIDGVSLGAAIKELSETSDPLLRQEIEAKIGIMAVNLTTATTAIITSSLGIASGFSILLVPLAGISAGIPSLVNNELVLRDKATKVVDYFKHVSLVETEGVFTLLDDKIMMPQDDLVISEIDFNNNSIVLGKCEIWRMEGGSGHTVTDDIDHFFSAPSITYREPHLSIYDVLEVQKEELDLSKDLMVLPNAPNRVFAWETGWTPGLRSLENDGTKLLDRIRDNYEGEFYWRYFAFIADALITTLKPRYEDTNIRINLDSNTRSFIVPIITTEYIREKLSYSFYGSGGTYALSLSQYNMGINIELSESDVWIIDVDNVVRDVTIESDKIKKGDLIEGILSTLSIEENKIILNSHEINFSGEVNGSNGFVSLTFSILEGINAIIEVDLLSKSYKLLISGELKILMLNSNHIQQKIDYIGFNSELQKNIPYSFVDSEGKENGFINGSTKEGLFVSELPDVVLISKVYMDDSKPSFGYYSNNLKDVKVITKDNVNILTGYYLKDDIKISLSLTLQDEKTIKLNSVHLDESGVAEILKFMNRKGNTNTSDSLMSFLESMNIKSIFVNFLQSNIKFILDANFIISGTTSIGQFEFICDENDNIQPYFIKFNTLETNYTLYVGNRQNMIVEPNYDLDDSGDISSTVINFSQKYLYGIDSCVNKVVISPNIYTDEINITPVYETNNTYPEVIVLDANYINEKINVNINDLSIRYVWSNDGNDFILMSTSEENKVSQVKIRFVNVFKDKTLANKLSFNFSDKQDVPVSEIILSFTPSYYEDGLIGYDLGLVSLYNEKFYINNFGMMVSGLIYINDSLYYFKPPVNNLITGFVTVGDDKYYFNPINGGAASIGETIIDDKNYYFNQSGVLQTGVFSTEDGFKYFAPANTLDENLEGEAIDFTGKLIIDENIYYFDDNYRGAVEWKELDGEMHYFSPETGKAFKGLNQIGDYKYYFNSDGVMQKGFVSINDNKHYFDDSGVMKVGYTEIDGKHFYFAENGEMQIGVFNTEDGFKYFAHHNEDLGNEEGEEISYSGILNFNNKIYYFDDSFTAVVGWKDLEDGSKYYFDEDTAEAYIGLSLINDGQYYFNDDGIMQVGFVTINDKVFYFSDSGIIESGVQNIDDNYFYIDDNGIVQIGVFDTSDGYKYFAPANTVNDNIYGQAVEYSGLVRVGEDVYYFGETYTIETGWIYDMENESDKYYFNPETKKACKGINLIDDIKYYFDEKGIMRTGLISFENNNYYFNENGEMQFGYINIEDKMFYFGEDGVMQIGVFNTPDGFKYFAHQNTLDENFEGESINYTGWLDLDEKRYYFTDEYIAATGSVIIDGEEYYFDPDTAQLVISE
Anthrax LF prot – inhibitors of Bacillus anthracis lethal factor protease; multiplex microsphere protease cleavage assay, LF; inhibition, % at 10 µM; 0.12% of 360,000 active; AID 588501; note: plate controls were buffer without enzyme for full effect and enzyme alone for no effect
3CLpro inhibitor – SARS-CoV 3CLpro protease inhibition. inhibition, % at 6 µM. 0.14% of 290,000 active. P0C6X7. AID 1706. recombinant SARS-CoV 3CLpro, quenched FRET peptide cleavage; in the data active = inhibition above about 12%
BH1578 lux ind – quorum light induction in luxS cqsA deficient V. cholerae | 0.16% of 350,000 active | V. cholerae BH1578 lux reporter, luminescence, 6 h | activation, % at 18.7 µM; in the data active = activation mostly above about 9.7%, no sharp cut-off; inconclusive = no clear call, values can overlap the other calls; inactive = mostly below about 3.7%; note: not every result past the cut was called active; inactives centre near 0; reference of the scale not given here
PrPC surface inh – cell surface PrPC inhibition, primary TR-FRET screen. P04156. TR-FRET read-out. inhibition, % at 13.8 µM. 0.43% of 370,000 active; in the data active = inhibition above about 24%; note: 0% = median of the test wells and 100% = reference compound wells
Active calls of the source: *. Cut-off read from the data, not from the text of the source, unless noted: active = inhibition above about 30%; inconclusive = no clear call, values can overlap the other calls; inactive = below that. An excerpt; count on the stated rates, not on these rows.

For Cc1noc(C)c1COC(=O)COc1ccc2c(C)cc(=O)oc2c1 the results were Y pestis TopoI 4.3, PfHsp40 rescue -0.4, PriA SSB inh -13.3, BoNT-A LC inh2 0.2, Anthrax LF prot 0.6, 3CLpro inhibitor -0.7, BH1578 lux ind inactive and PrPC surface inh 8.1.
`CCCOc1ccccc1C1NC(=O)NC(C)=C1C(=O)OCCOC(C)C` (stereo not given) gave Y pestis TopoI 6.4, PfHsp40 rescue 1.0, PriA SSB inh -4.1, BoNT-A LC inh2 0.3, TcdB GH inh 0.8, Anthrax LF prot 0.3, 3CLpro inhibitor -1.7, BH1578 lux ind -0.4 and PrPC surface inh 5.1.
Screening CCN1CCN(c2nc(N(C)c3ccccc3)nc(N)c2[N+](=O)[O-])CC1 returned Y pestis TopoI 0.4, PfHsp40 rescue -1.0, PriA SSB inh 9.2, BoNT-A LC inh2 0.1, TcdB GH inh 1.7, Anthrax LF prot -1.1, 3CLpro inhibitor 0.8, BH1578 lux ind -0.9 and PrPC surface inh -9.7.
`CNC(=O)COC(=O)c1ccccc1Oc1ccccc1` gave Y pestis TopoI 5.3, PfHsp40 rescue -0.4, PriA SSB inh -4.7, BoNT-A LC inh2 -0.8, Anthrax LF prot -1.1, 3CLpro inhibitor -10.0, BH1578 lux ind 7.1 and PrPC surface inh 2.0.
CC1(C)S[C@@H]2C(C(=O)OCc3ccccc3)NC(=O)N2C1C(=O)OCc1ccccc1 (stereo not given in full) was read as Y pestis TopoI 34.1, PfHsp40 rescue 0.9, PriA SSB inh -2.9, BoNT-A LC inh2 -0.3, TcdB GH inh 1.0, Anthrax LF prot -1.2, BH1578 lux ind inactive and PrPC surface inh 1.0.
For Cc1cccc(CN2C[C@]34C=C[C@@H](C[C@@H]3S2(=O)=O)O4)c1 the results were Y pestis TopoI 0.2, PfHsp40 rescue -0.5, PriA SSB inh -5.6, BoNT-A LC inh2 0.2, TcdB GH inh 1.5, Anthrax LF prot -0.5, BH1578 lux ind inactive and PrPC surface inh -1.6.
Screening COc1ccc(C(C)=O)cc1COC(=O)c1cc(C)oc1C returned Y pestis TopoI 28.4, PfHsp40 rescue 1.1, PriA SSB inh -10.8, BoNT-A LC inh2 0.0, Anthrax LF prot -3.4, 3CLpro inhibitor -2.6, BH1578 lux ind -0.1 and PrPC surface inh 6.9.
For Cc1cc(N/N=C/c2ccccc2O)c2ccccc2n1 the results were Y pestis TopoI -34.9, PfHsp40 rescue 0.4, BoNT-A LC inh2 -1.0, TcdB GH inh 3.2, Anthrax LF prot 3.3, 3CLpro inhibitor -6.3, BH1578 lux ind -1.7 and PrPC surface inh -8.9.
For O=C(NCc1ccccc1)N1CCC(c2nc3ccccc3[nH]2)CC1 the results were Y pestis TopoI 4.7, PfHsp40 rescue -1.1, PriA SSB inh -4.2, BoNT-A LC inh2 0.6, Anthrax LF prot -2.2, 3CLpro inhibitor -1.9, BH1578 lux ind -2.9 and PrPC surface inh -3.0.
`Cc1[nH]c2ccccc2c1C(=O)C(=O)NCc1nnnn1-c1ccc(F)cc1` gave Y pestis TopoI 1.9, BoNT-A LC inh2 0.2, TcdB GH inh 0.5, Anthrax LF prot 0.2, BH1578 lux ind inactive and PrPC surface inh 1.7.
CCOc1ccc(Oc2c(/C=N/NC(N)=O)c(C)nn2-c2ccccc2)cc1 was read as Y pestis TopoI 21.9, PfHsp40 rescue -0.2, BoNT-A LC inh2 -0.7, TcdB GH inh 2.7, Anthrax LF prot -1.6, 3CLpro inhibitor -2.7, BH1578 lux ind -0.8 and PrPC surface inh 1.7.
CC(=O)N(C(C)=O)c1ncc2c([nH]c3ccccc32)c1C#N was read as Y pestis TopoI 10.2, PfHsp40 rescue -0.2, PriA SSB inh -9.6, BoNT-A LC inh2 0.9, Anthrax LF prot 3.7, 3CLpro inhibitor -3.2, BH1578 lux ind -6.7 and PrPC surface inh -5.8.
CC(NC(=O)CCCOc1ccc(Cl)cc1)c1ccccc1 (stereo not given) was read as Y pestis TopoI -4.3, PfHsp40 rescue 0.8, PriA SSB inh -1.3, BoNT-A LC inh2 -2.1, Anthrax LF prot -0.3, 3CLpro inhibitor 0.1, BH1578 lux ind inactive and PrPC surface inh 10.5.
For Cc1ccc(CCNS(=O)(=O)c2cc(Br)cnc2N)cc1 the results were Y pestis TopoI 10.4, PfHsp40 rescue -1.6, PriA SSB inh 6.1, BoNT-A LC inh2 2.2, TcdB GH inh -0.4, Anthrax LF prot -0.3, 3CLpro inhibitor 2.2, BH1578 lux ind -0.1 and PrPC surface inh -2.7.
Screening CCCN(c1ccc(OCC)cc1)c1ncnc2nc[nH]c12 returned Y pestis TopoI 4.3, PfHsp40 rescue -0.8, PriA SSB inh -1.3, BoNT-A LC inh2 0.0, TcdB GH inh -5.0, Anthrax LF prot -1.9, 3CLpro inhibitor -2.6, BH1578 lux ind -0.2 and PrPC surface inh 13.6.
Screening CC(C)[C@@H]1Cc2[nH]c(=S)[nH]c(=O)c2[C@H](C)O1 returned BoNT-A LC inh2 -0.4, TcdB GH inh 0.4, Anthrax LF prot 5.4 and PrPC surface inh 2.4.
`Cc1ccccc1OCc1nc2ccccc2c(=O)n1/N=C/c1c[nH]c2ccccc12` gave Y pestis TopoI -13.8, PfHsp40 rescue 0.1, BoNT-A LC inh2 1.0, TcdB GH inh 1.0, Anthrax LF prot -2.9, 3CLpro inhibitor -1.8, BH1578 lux ind -1.4 and PrPC surface inh -6.1.
O=C(Nc1ccccc1N1CCCCC1)c1cccc(OC(F)F)c1 was read as Y pestis TopoI 57.0*, PfHsp40 rescue 3.9, PriA SSB inh -22.3, BoNT-A LC inh2 0.5, TcdB GH inh 0.5, Anthrax LF prot -0.9, 3CLpro inhibitor 1.2, BH1578 lux ind -0.5 and PrPC surface inh -0.6.
CC(=O)Nc1ccc(C2=NN(CC#N)C(=O)SC2)cc1 was read as Y pestis TopoI -4.6, PfHsp40 rescue 1.6, PriA SSB inh -8.3, BoNT-A LC inh2 0.4, Anthrax LF prot -2.5, 3CLpro inhibitor 0.5, BH1578 lux ind -1.6 and PrPC surface inh -6.6.
CCCCN(C(=O)c1ccc(COc2ccccc2)o1)c1c(N)n(CC(C)C)c(=O)[nH]c1=O was read as Y pestis TopoI 5.8, PfHsp40 rescue -1.2, PriA SSB inh -5.2, BoNT-A LC inh2 5.5, TcdB GH inh 7.4, Anthrax LF prot 2.6, BH1578 lux ind inactive and PrPC surface inh -6.0.
For COc1cc(C2C(C#N)=C(N)OC3=C2C(=O)CCC3)cc2c1OCO2 (stereo not given) the results were Y pestis TopoI 5.7, PfHsp40 rescue inconclusive, PriA SSB inh 1.1, BoNT-A LC inh2 -1.9, TcdB GH inh 0.8, Anthrax LF prot -23.7, 3CLpro inhibitor -3.0, BH1578 lux ind -0.3 and PrPC surface inh -7.9.
For CC(C)CCNC(=O)c1ccc(OC2CCN(S(=O)(=O)N(C)C)CC2)cc1 the results were Y pestis TopoI 5.5, PfHsp40 rescue -2.7, PriA SSB inh 1.8, BoNT-A LC inh2 -0.5, TcdB GH inh 1.1, Anthrax LF prot -4.5, 3CLpro inhibitor 3.2, BH1578 lux ind -0.5 and PrPC surface inh -4.1.
Screening N=c1n(Cc2ccccc2)c2ccccc2n1CC(O)c1ccccc1 (stereo not given) returned Y pestis TopoI -1.4, PfHsp40 rescue -1.3, PriA SSB inh -10.9, BoNT-A LC inh2 0.7, Anthrax LF prot 2.4, 3CLpro inhibitor -8.8, BH1578 lux ind -0.3 and PrPC surface inh -0.4.
CC1CCCCC1NC(=O)CSc1ccsc1[N+](=O)[O-] (stereo not given) was read as Y pestis TopoI -2.2, PfHsp40 rescue -1.0, PriA SSB inh -25.9, BoNT-A LC inh2 0.1, TcdB GH inh -0.2, Anthrax LF prot 0.7, 3CLpro inhibitor 1.9, BH1578 lux ind -0.3 and PrPC surface inh -24.1.
O=C(COc1nsnc1N1CCOCC1)Nc1ccc(Cl)cc1 was read as Y pestis TopoI 9.5, PfHsp40 rescue -0.3, PriA SSB inh 3.4, BoNT-A LC inh2 0.3, TcdB GH inh 0.9, Anthrax LF prot -2.9, 3CLpro inhibitor -6.4, BH1578 lux ind inactive and PrPC surface inh 25.6*.
CC(C)C(=O)Nc1nnc(SCC(=O)N2C(C)CCCC2C)s1 (stereo not given) was read as Y pestis TopoI 14.0, PfHsp40 rescue -2.1, PriA SSB inh -12.2, BoNT-A LC inh2 -0.7, TcdB GH inh 1.5, Anthrax LF prot 2.4, 3CLpro inhibitor 0.5, BH1578 lux ind -5.6 and PrPC surface inh 2.4.
`Cc1cc(OCCn2ccnc2)ccc1C(C)C` gave Y pestis TopoI 3.7, PfHsp40 rescue -0.2, PriA SSB inh 2.4, BoNT-A LC inh2 1.7, Anthrax LF prot 5.6, 3CLpro inhibitor 3.4, BH1578 lux ind -0.5 and PrPC surface inh 8.9.
Cc1ccc(-n2c(SCC(N)=O)nnc2-c2ccc(S(=O)(=O)N3CCCCC3)cc2)c(C)c1 was read as Y pestis TopoI 0.2, PfHsp40 rescue -1.9, PriA SSB inh -33.2, BoNT-A LC inh2 1.1, Anthrax LF prot -1.3, 3CLpro inhibitor -0.6, BH1578 lux ind inactive and PrPC surface inh -6.0.
`O=C(NN=Cc1ccc2c(c1)OCO2)NN=Cc1ccc2c(c1)OCO2` gave Y pestis TopoI 16.2, PfHsp40 rescue 0.6, PriA SSB inh -5.7, BoNT-A LC inh2 0.1, TcdB GH inh 1.2, Anthrax LF prot 1.3, BH1578 lux ind 3.3 and PrPC surface inh 1.1.
COc1ccc2sc(-c3ccc(SC)cc3)c(C#CC(C)(C)O)c2c1 was read as Y pestis TopoI 38.0, PfHsp40 rescue inconclusive, PriA SSB inh 6.2, BoNT-A LC inh2 0.1, TcdB GH inh 1.2, Anthrax LF prot -5.3, BH1578 lux ind inactive and PrPC surface inh -4.9.
Screening COc1ccc(CN(C)C2CCCCC2)cc1 returned Y pestis TopoI -6.0, PfHsp40 rescue -0.3, PriA SSB inh -1.8, BoNT-A LC inh2 0.3, TcdB GH inh 0.7, Anthrax LF prot 1.5, 3CLpro inhibitor 3.0 and BH1578 lux ind 0.5.
Screening O=C(C1CCN(c2nnc(-n3cccc3)s2)CC1)N1CCc2ccccc2C1 returned Y pestis TopoI 28.7, PfHsp40 rescue -0.5, PriA SSB inh -2.2, BoNT-A LC inh2 -1.0, TcdB GH inh -0.1, Anthrax LF prot -5.3, 3CLpro inhibitor 4.6, BH1578 lux ind -0.2 and PrPC surface inh 2.9.
For Cc1c(C(=O)N2CCOCC2)oc2ccccc12 the results were Y pestis TopoI 6.8, PfHsp40 rescue 0.5, PriA SSB inh -11.1, BoNT-A LC inh2 4.5, TcdB GH inh 1.0, Anthrax LF prot 5.7, BH1578 lux ind 1.5 and PrPC surface inh 2.0.
O=C(Nc1ccc(N2CCCCC2)cc1)c1cncc(Br)c1 was read as Y pestis TopoI 11.5, PfHsp40 rescue -1.6, PriA SSB inh 9.0, BoNT-A LC inh2 -0.7, Anthrax LF prot -0.1, 3CLpro inhibitor 0.3, BH1578 lux ind -1.9 and PrPC surface inh 3.7.
For Clc1ccccc1CNCCc1c[nH]c2ccccc12 the results were Y pestis TopoI 8.1, BoNT-A LC inh2 -0.4, TcdB GH inh 0.9, Anthrax LF prot -8.1, BH1578 lux ind 0.5 and PrPC surface inh -3.9.
`S=c1cn[nH]c2ccccc12` gave Y pestis TopoI 1.9, PfHsp40 rescue -0.5, PriA SSB inh -7.0, BoNT-A LC inh2 1.3, TcdB GH inh -0.2, Anthrax LF prot 3.8, BH1578 lux ind inactive and PrPC surface inh -14.5.
Screening O=C(Cn1cnc2ccccc2c1=O)NCCC(=O)Nc1ccc2c(c1)OCCO2 returned Y pestis TopoI 0.5, PfHsp40 rescue 5.7, PriA SSB inh -6.0, BoNT-A LC inh2 1.8, Anthrax LF prot 6.9, 3CLpro inhibitor -6.2, BH1578 lux ind -6.2 and PrPC surface inh 10.6.
